Screening data as filed in PubChem BioAssay.
Rtt109 HAT inh: inhibitors of C. albicans Rtt109/Vps75 HAT, primary screen, biochemical, ThioGlo CoA-SH fluorescence, plate reader. Histone acetyltransferase RTT109 (Candida albicans (strain SC5314 / ATCC MYA-2876)), …. purified Rtt109/Vps75, 4 h. inhibition, % at 34.9 µM. hit rate 0.16% among 330,000;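 active = inhibition of at least 50% in every replicate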
SR-BI DiI inh: inhibitors of SR-BI mediated HDL lipid uptake, primary screen, ldlA[mSR-BI] cells, fluorescence, single point. Scavenger receptor class B member 1 (Mus musculus), Q61009. hit rate 0.96% among 320,000. ldlA[mSR-BI] CHO cells, DiI-HDL uptake fluorescence, 3 h. inhibition, % at 12.5 µM;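 active = mean replicate inhibition of at least 70% and a set share of replicates each scoring 70 or more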;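 note: 0% = median of neutral control wells and 100% = median of positive control wells; values of inactives mirror those of a sister screen read the other way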
CAL PDZ FP-1: untagged CAL PDZ binding inhibitors, primary screen, biochemical, fluorescence polarization, HTS; purified CAL PDZ, TMR-peptide fluorescence polarization, 1 h; AID 602252, 2012; Golgi-associated PDZ and coiled-coil motif-containing protein (Homo sapiens), Q9HD26; hit rate 0.92% among 300,000; inhibition, % at 24.9 µM;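 active = mean inhibition of at least 30% with at least half of replicates also reaching 30%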;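 note: 0% = DMSO neutral control and 100% = excess unlabeled competitor peptide PRC23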
PvdQ acylase: P. aeruginosa PvdQ acylase inhibitors, primary screen, biochemical, fluorescence, plate reader and imaging, single point. inhibition, % at 10 µM. purified PvdQ acylase. hit rate 0.063% among 340,000. PvdQ acylase [Pseudomonas aeruginosa LESB58]; in the data active = inhibition above about 30%, passing the limit was not always enough;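 note: 0% = vehicle neutral wells and 100% = reference inhibitor wells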
PfHsp90 yeast 2: growth inhibition of PfHsp90-expressing yeast, primary screen, antimalarial PfHsp90 inhibitor project, S. cerevisiae, BacTiter-Glo luminescence, single point, set 2 | BacTiter-Glo ATP, 48 h; yeast lacking PDR1 and PDR3 efflux regulators | inhibition, % at 9.4 µM | hit rate 0.32% among 310,000;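 active = every replicate shows inhibition above about 80%, whatever the replicate mean, limit read from the data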;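 note: 0% = DMSO neutral controls and 100% = 20 µM radicicol positive controls; yeast relying on Plasmodium falciparum Hsp90 in place of its own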
CAL PDZ FP-2: CAL PDZ peptide-binding inhibitors, primary screen, biochemical, fluorescence polarization, Cer-tagged CAL PDZ, HTS; Golgi-associated PDZ and coiled-coil motif-containing protein (Homo sapiens), Q9HD26; purified CAL PDZ, TMR-peptide fluorescence polarization, 1 h; inhibition, % at 20 µM; hit rate 0.02% among 330,000; AID 504414, 2011;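 active = highest replicate inhibition of at least 40%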;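 note: plate controls were DMSO neutral control wells for no effect and unlabeled competitor peptide control wells for full effect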
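Assay system – tagged CAL PDZ protein CerCALP, purified · Timing – 1 h at RT · Compound – single point, 20 µM · Measured by – fluorescence polarization from S- and P-plane intensities, G-factor corrected · Evaluation – inhibition from polarization loss · Probe or stimulus – TMR reporter peptide T*-PRC34 · Buffer or medium – pH 7.4 phosphate-saline buffer, reducing agent, detergent, IgG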
NSD2 inh: NSD2 histone methyltransferase inhibitors, primary screen, biochemical, AlphaScreen, single concentration, set 2 | Histone-lysine N-methyltransferase NSD2 (Homo sapiens), O96028 | inhibition, % at 12.5 µM | AID 743445, 2014 | NSD2 peptide methylation, 120 min | hit rate 0.54% among 310,000; in the data active = inhibition above about 50%
Target sequence (O96028 whole entry, looked up): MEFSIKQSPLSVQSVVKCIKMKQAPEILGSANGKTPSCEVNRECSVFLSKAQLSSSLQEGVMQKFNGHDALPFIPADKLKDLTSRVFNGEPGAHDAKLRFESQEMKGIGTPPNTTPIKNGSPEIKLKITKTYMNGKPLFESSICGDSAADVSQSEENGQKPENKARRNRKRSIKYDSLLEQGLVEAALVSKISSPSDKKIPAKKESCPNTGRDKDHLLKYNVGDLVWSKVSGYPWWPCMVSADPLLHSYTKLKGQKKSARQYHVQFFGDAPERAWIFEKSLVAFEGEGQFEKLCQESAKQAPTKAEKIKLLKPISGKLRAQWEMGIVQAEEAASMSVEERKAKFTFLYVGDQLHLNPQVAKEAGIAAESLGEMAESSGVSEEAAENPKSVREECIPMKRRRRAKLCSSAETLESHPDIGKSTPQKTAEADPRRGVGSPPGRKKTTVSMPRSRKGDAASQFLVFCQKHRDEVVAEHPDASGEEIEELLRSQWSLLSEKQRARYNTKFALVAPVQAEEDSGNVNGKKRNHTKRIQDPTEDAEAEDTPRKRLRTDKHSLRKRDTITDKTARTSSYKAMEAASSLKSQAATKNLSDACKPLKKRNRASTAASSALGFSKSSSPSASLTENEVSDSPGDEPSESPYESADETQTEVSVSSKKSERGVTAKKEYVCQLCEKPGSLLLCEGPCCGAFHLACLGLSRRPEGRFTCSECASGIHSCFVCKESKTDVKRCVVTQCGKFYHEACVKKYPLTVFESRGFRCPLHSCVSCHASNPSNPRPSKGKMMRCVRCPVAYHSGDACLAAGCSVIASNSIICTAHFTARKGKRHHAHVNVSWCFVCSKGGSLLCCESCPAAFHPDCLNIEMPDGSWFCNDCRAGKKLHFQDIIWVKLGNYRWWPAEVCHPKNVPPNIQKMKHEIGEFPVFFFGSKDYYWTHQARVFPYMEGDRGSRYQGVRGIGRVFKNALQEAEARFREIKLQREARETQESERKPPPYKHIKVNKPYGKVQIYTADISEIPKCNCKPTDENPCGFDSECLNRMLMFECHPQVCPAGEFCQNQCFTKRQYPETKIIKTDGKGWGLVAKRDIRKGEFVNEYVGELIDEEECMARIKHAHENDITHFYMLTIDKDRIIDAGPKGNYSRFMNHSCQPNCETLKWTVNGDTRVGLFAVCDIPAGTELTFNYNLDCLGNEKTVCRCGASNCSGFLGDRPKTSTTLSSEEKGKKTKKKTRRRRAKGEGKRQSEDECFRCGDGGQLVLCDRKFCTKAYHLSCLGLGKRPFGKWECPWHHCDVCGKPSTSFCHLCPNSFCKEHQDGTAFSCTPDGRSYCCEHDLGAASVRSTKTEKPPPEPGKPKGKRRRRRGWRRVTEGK
SR-BI uptake up: activators of SR-BI mediated DiI-HDL uptake, primary screen, ldlA[mSR-BI] CHO cells, DiI fluorescence; 3 h; 100 = double the neutral-control signal; activation, % at 12.5 µM; hit rate 0.096% among 320,000;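 active = mean replicate activation of at least 60% and every replicate at or above 60%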;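 note: 0% = median plate neutral-control signal and 100% = twice that signal; values of inactives mirror those of a sister screen read the other way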
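material = CHO ldlA[mSR-BI] cells | medium = Ham's F12 with 0.5% BSA, HEPES 25 mM, pH 7.4 | reagent = fluorescent DiI-HDL, 10 µg/mL final | compound dosing = single-point compound dose | incubation = 3 h, 37 °C | measured by = bottom-read fluorescence, 550/595 nm | measure = HDL uptake via cellular fluorescence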
MITF TRPM1 HTS: activators of MITF-driven TRPM1 promoter reporter, primary screen, cell-based, SK-MEL-5, luciferase, single point. activation, % at 12.5 µM. hit rate 0.75% among 300,000. SK-MEL-5 TRPM1-promoter luciferase, 24 h; % of positive control, neutral wells = 0;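 active = mean activation of at least 80% with every replicate also reaching 80%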;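 note: 0% = neutral control wells and 100% = parthenolide positive control wells; values of inactives mirror those of a sister screen read the other way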
dFosB activator: activators of delta FosB homodimer, primary screen, biochemical, fluorescence polarization, TAMRA-CDK5 oligo, single point; Protein FosB (Mus musculus), P13346; activation, % at 25 µM; hit rate 0.99% among 340,000; purified delta FosB; percent of positive-control signal above neutral wells;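 active = mean activation above about 17%, with every replicate also reaching it, limit read from the data, passing the limit was not always enough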;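 note: fluorescence polarization rise as delta FosB binds a TAMRA Cdk5 AP-1 oligo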
* = called active by the depositor; nt = no result given.

SMILES	Rtt109 HAT inh	SR-BI DiI inh	CAL PDZ FP-1	PvdQ acylase	PfHsp90 yeast 2	CAL PDZ FP-2	NSD2 inh	SR-BI uptake up	MITF TRPM1 HTS	dFosB activator
Cc1noc(NS(=O)(=O)c2ccc(NC(=O)c3oc4ccc(F)cc4c3C)cc2)c1C	8	-2	-7	-3	-4	-2.6	17	2	-8	7
Cc1ccc(S(=O)(=O)NCC(=O)N(CC(=O)NC(C)(C)C)Cc2ccc3c(c2)OCO3)cc1	2	-4	-7	-15	-10	-1.3	1	4	4	1
CCOC(=O)C1CCN(c2nc(C)nc3c2oc2ccccc23)CC1	2	-7	0	-9	-30	-1.3	-3	7	1	-8
CCNC(=O)N1C(CC(=O)OCC)C(=O)NC2CCCCC21 (stereo unspecified)	-8	-24	-1	-6	-4	1.2	-1	24	3	4
CCn1c(/C=C/Nc2ccccc2)[n+](CC)c2ccc(C(=O)OCC(F)(F)F)cc21	-5	50	1	-17	31	-0.3	3	-50	-3	-11
Cc1cc(CNC(=O)C(C)n2cc([N+](=O)[O-])cn2)c2ccccc2n1 (stereo unspecified)	-1	-30	-1	7	-4	-1.2	-3	30	3	1
CC(=O)Oc1cccc(N2C(=O)C3C(C2=O)C2C=CC3C23CC3)c1 (stereo unspecified)	-5	4	1	-12	8	-2.0	15	-4	-9	6
COc1cccc(/C=N/Nc2ncnc3c2ncn3Cc2ccccc2)c1O	-4	14	-6	-6	-11	0.1	-1	-14	-58	-1
Nc1ccc(NC(=O)c2cccc(C(=O)Nc3ccc(N)cc3Cl)c2)c(Cl)c1	7	28	-3	14	6	nt	-1	-28	-23	-5
O=C(NCc1ccco1)c1ccc(Br)c(S(=O)(=O)N2CCCCC2)c1	14	19	1	3	10	-3.8	8	-19	-14	-9
COc1ccc(N(C(=O)C(C)C)S(=O)(=O)c2cccs2)cc1	-2	-9	-3	-23	8	-2.3	-1	9	4	-7
CN1CCN(c2ccc(NC(=O)COc3ccccc3Cl)cc2)CC1	2	10	-3	6	2	0.5	11	-10	33	-4
COc1ccc(S(=O)(=O)Nc2cccc3c2O[C@@H](CN(C)CC2CC2)[C@@H](C)CN([C@@H](C)CO)C3=O)cc1	12	-21	1	2	10	0.6	nt	21	5	-7
O=C1CC(N2CCN(Cc3ccccc3)CC2)C(=O)N1 (stereo unspecified)	-6	-3	5	-3	-11	-0.7	23	3	-12	1
CC(Sc1nnc(-c2ccncc2)n1C)C(=O)Nc1nccs1 (stereo unspecified)	-4	nt	nt	-8	15	-1.0	-3	nt	-19	-6
COCC(=O)Nc1nc(-c2ccccc2)c(C)s1	3	-7	nt	-18	2	-3.8	7	7	13	6
CN(C(=O)C1CCOC1)c1nnc(-c2ccncc2)s1 (stereo unspecified)	5	-8	-1	24	1	0.9	6	8	-19	-1
C=CC1=C(C(=O)O)N2C(=O)[C@@H](NC(=O)/C(=N\OCC(=O)O)c3csc(N)n3)[C@H]2SC1	6	0	-1	8	5	0.6	nt	0	5	-11
O=C1c2ccccc2C(Nc2ccccc2)N1c1ccc(Cl)cn1 (stereo unspecified)	-15	27	nt	-12	0	-0.8	nt	-27	7	0
Cc1onc(-c2c(Cl)cccc2Cl)c1C(=O)N1CCN(c2ccc(F)cc2)CC1	3	nt	3	-4	0	-1.5	1	nt	-9	-3
O=C(c1ccc(Cl)cc1)N1CCN(C(=O)C2CCCCC2)CC1	5	14	-2	1	12	-1.1	nt	-14	-7	5
CCN(CC)CCCNC(=O)c1cc(-c2ccc(Cl)cc2)on1	6	-14	nt	8	-7	-3.2	14	14	32	-6
O=C(O)CP(=O)(c1ccccc1)c1ccccc1	2	-10	0	9	-13	-0.2	-1	10	4	-2
OC(CNCc1ccccc1)(c1ccc(F)cc1)c1ccc(F)cc1	4	-5	1	-4	15	0.9	-2	5	nt	3

3 successive records already listed, for reference:
SMILES	Rtt109 HAT inh	SR-BI DiI inh	CAL PDZ FP-1	PvdQ acylase	PfHsp90 yeast 2	CAL PDZ FP-2	NSD2 inh	SR-BI uptake up	MITF TRPM1 HTS	dFosB activator
COc1ccc(S(=O)(=O)Nc2cccc3c2O[C@@H](CN(C)CC2CC2)[C@@H](C)CN([C@@H](C)CO)C3=O)cc1	12	-21	1	2	10	0.6	nt	21	5	-7
O=C1CC(N2CCN(Cc3ccccc3)CC2)C(=O)N1 (stereo unspecified)	-6	-3	5	-3	-11	-0.7	23	3	-12	1
CC(Sc1nnc(-c2ccncc2)n1C)C(=O)Nc1nccs1 (stereo unspecified)	-4	nt	nt	-8	15	-1.0	-3	nt	-19	-6

Further structures.
SMILES	Rtt109 HAT inh	SR-BI DiI inh	CAL PDZ FP-1	PvdQ acylase	PfHsp90 yeast 2	CAL PDZ FP-2	NSD2 inh	SR-BI uptake up	MITF TRPM1 HTS	dFosB activator
O=C(O)c1c[nH]ccc1=O	4	-37	-2	0	nt	-0.1	nt	37	nt	-5
FC(F)(F)c1cccc(CN2CCN(c3ncccn3)CC2)c1	2	-10	-2	-3	5	-0.2	-1	10	nt	-1
Cc1ccc(C(C)C)c(OCC(=O)Nn2c(=O)[nH]c3ccccc3c2=O)c1	-7	-30	-3	-2	-11	-1.8	-2	30	-6	1
CCc1ccc(NC(=S)NC(=O)c2c(-c3ccccc3Cl)noc2C)cc1	-7	7	-2	-13	7	-0.3	-2	-7	7	-6
N#Cc1cn(CCCOc2ccccc2)c2ccccc12	4	40	-3	-17	-18	nt	-2	-40	-4	-6
CC1CCN(C(=O)CCc2ccc(Oc3cc([N+](=O)[O-])cc([N+](=O)[O-])c3)cc2)CC1	13	-4	-2	-3	-4	-1.6	14	4	17	-6
CC(C)c1ccc(OCc2ccc(C(=O)N3CCN(c4ccccn4)CC3)cc2)cc1	-5	-25	-2	4	19	-1.1	-1	25	7	-7
Cc1cccc(OC2CCN(Cc3c(C(=O)N4CCCC4)nc4ccccn34)CC2)c1	22	-7	5	0	2	-0.8	0	7	-1	-11
COc1ccc2c(=O)c(-c3cnn(-c4ccccc4)c3)c(C)oc2c1	0	8	-13	-15	11	-2.4	-1	-5	10	-31
O=c1[nH]cccc1-c1nc2cc(Cl)ccc2n1Cc1ccccc1	6	7	1	-17	-4	-1.7	16	-7	-9	1
O=C(COc1ccc(Br)cc1)N1CCN(c2ccc([N+](=O)[O-])c(N3CCCCC3)c2)CC1	-9	18	nt	3	-11	0.4	-2	-18	-3	0
Cc1c(C)c2c(OCC(=O)NCc3ccco3)cc3c(c2oc1=O)CCC(C)(C)O3	1	36	0	-9	-9	1.2	nt	-36	1	4

Gathered by group, those above with a CF3 group.
SMILES	Rtt109 HAT inh	SR-BI DiI inh	CAL PDZ FP-1	PvdQ acylase	PfHsp90 yeast 2	CAL PDZ FP-2	NSD2 inh	SR-BI uptake up	MITF TRPM1 HTS	dFosB activator
CCn1c(/C=C/Nc2ccccc2)[n+](CC)c2ccc(C(=O)OCC(F)(F)F)cc21	-5	50	1	-17	31	-0.3	3	-50	-3	-11
FC(F)(F)c1cccc(CN2CCN(c3ncccn3)CC2)c1	2	-10	-2	-3	5	-0.2	-1	10	nt	-1

Rewritten with values under each structure: entries from further up
Each structure is followed by: Rtt109 HAT inh, SR-BI DiI inh, CAL PDZ FP-1, PvdQ acylase, PfHsp90 yeast 2, CAL PDZ FP-2, NSD2 inh, SR-BI uptake up, MITF TRPM1 HTS, dFosB activator
CC(=O)Oc1cccc(N2C(=O)C3C(C2=O)C2C=CC3C23CC3)c1 (stereo unspecified)
 : -5, 4, 1, -12, 8, -2.0, 15, -4, -9, 6
CCNC(=O)N1C(CC(=O)OCC)C(=O)NC2CCCCC21 (stereo unspecified)
 : -8, -24, -1, -6, -4, 1.2, -1, 24, 3, 4

Sorted by value in PvdQ acylase (low to high): some entries from above
molecule | PvdQ acylase
O=c1[nH]cccc1-c1nc2cc(Cl)ccc2n1Cc1ccccc1 | -17
CC1CCN(C(=O)CCc2ccc(Oc3cc([N+](=O)[O-])cc([N+](=O)[O-])c3)cc2)CC1 | -3
O=C(COc1ccc(Br)cc1)N1CCN(c2ccc([N+](=O)[O-])c(N3CCCCC3)c2)CC1 | 3

Additional records
SMILES	Rtt109 HAT inh	SR-BI DiI inh	CAL PDZ FP-1	PvdQ acylase	PfHsp90 yeast 2	CAL PDZ FP-2	NSD2 inh	SR-BI uptake up	MITF TRPM1 HTS	dFosB activator
COc1ccc(CN(C)C(=O)c2cccc(S(=O)(=O)N3CCCc4ccccc43)c2)c(OC)c1OC	5	12	-1	-14	38	0.2	-1	-12	-21	-5
Cc1cc(/C=N/NC(=O)COc2cccc3cccnc23)c(C)n1-c1ccc(O)cc1	-5	-9	-2	-3	13	-0.6	-3	9	22	2
Cc1cc(C(=O)CCC(=O)Nc2ncccc2C)c(C)s1	2	-12	-3	-13	nt	-1.8	1	12	-3	-4
Cc1ccccc1NC(=O)c1cccc(C(F)(F)F)c1	-2	8	-3	-9	-22	-0.7	6	-8	-3	-3
O=C1CC(N2C(=O)/C(=C/C=C/c3ccccc3)SC2=S)C(=O)N1c1ccccc1 (stereo unspecified)	-10	9	1	-1	2	-1.8	0	-9	8	-11
CCNC(=O)Nc1cc2nc(C)n(Cc3ccc(Br)cc3)c2nc1C	12	-16	-6	5	-16	-0.1	nt	16	-1	-4
COc1ccc(CN2C(=O)C(C)Nc3ncnc(N4CCN(c5ccccc5)CC4)c32)cc1 (stereo unspecified)	2	-29	0	-16	5	2.0	nt	29	5	-4
CN(CC(=O)Nc1c(Cl)cccc1Cl)C(=O)Cn1[nH]c(=O)c2ccccc2c1=O	8	-2	-2	-11	-1	-1.3	-1	2	-3	-6
O=C(NN1CCOCC1)c1cc(-c2cccs2)nc2ccccc12	12	10	-4	6	2	-0.6	-2	-10	9	-12
CCCCCn1c(CN2CCN(C(=O)OCC)CC2)nc2c1c(=O)[nH]c(=O)n2C	-4	-10	-22	-3	4	-3.0	0	10	0	-5
CCOC(=O)c1c(-c2cccs2)csc1NC(=O)COC(=O)c1c(C)noc1C	-3	40	nt	2	nt	-0.9	-2	-40	-2	-4
CCOC(=O)c1c(-c2ccco2)csc1NC(=O)COC(=O)c1cnccn1	-17	10	-1	2	-6	-3.4	nt	-10	-10	-7
COc1cccc(NC2c3ccccc3C(=O)N2Cc2ccccc2Cl)c1 (stereo unspecified)	3	-30	1	-17	8	-2.7	-1	30	9	-7
